Rtt109 Vps75 – inhibitors of C. albicans Rtt109/Vps75 HAT, primary screen, biochemical, ThioGlo CoA-SH fluorescence, plate reader; inhibition, % at 34.9 µM; Histone acetyltransferase RTT109 (Candida albicans (strain SC5314 / ATCC MYA-2876)), …; AID 540336, 2011; purified Rtt109/Vps75, 4 h; 0.16% of 330,000 active;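 active = inhibition of at least 50% in every replicate; inconclusive = best replicate reaches 50% inhibition but some replicates fall short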
CAL PDZ FP-1 – CAL PDZ peptide-binding inhibitors, primary screen, biochemical, fluorescence polarization, Cer-tagged CAL PDZ, HTS | Golgi-associated PDZ and coiled-coil motif-containing protein (Homo sapiens), Q9HD26 | purified CAL PDZ, TMR-peptide fluorescence polarization, 1 h | inhibition, % at 20 µM | 0.02% of 330,000 active | AID 504414, 2011;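 active = highest replicate inhibition of at least 40%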;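 note: plate controls were DMSO neutral control wells for no effect and unlabeled competitor peptide control wells for full effect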
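System: purified tagged CAL PDZ domain construct (CerCALP). Schedule: 1 h incubation at room temperature before polarization reading. Medium: 25 mM sodium phosphate pH 7.4, 150 mM NaCl, TCEP, IgG, Thesit. Read-out: percent inhibition from loss of millipolarization. Measured by: FP readout, S and P plane fluorescence. Probe or stimulus: fluorescent TMR peptide probe.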
MITF act – activators of MITF-driven TRPM1 promoter reporter, primary screen, cell-based, SK-MEL-5, luciferase, single point | SK-MEL-5 TRPM1-promoter luciferase, 24 h; % of positive control, neutral wells = 0 | activation, % at 12.5 µM | 0.75% of 300,000 active | AID 588334, 2011;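 active = mean activation of at least 80% with every replicate also reaching 80%; inconclusive = mean reaches 80% but some replicate falls short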;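 note: 0% = neutral control wells and 100% = parthenolide positive control wells; values of inactives mirror those of a sister screen read the other way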
dFosB activator – activators of delta FosB homodimer, primary screen, biochemical, fluorescence polarization, TAMRA-CDK5 oligo, single point; AID 493131, 2011; Protein FosB (Mus musculus), P13346; activation, % at 25 µM; 0.99% of 340,000 active; purified delta FosB; percent of positive-control signal above neutral wells;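 active = mean activation above about 17%, with every replicate also reaching it, limit read from the data, passing the limit was not always enough; inconclusive = only one of the two conditions met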;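 note: fluorescence polarization rise as delta FosB binds a TAMRA Cdk5 AP-1 oligo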
Target sequence (P13346 whole entry, looked up): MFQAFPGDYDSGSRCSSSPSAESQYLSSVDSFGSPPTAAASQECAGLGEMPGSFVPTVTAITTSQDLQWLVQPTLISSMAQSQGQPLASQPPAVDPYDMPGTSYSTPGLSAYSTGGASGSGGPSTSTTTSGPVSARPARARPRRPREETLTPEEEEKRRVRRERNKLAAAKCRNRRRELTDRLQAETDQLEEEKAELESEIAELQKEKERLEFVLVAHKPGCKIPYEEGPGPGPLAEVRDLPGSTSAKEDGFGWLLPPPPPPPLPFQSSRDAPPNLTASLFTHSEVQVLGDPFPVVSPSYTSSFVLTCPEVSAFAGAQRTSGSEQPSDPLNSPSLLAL
Tat export inh – E. coli Tat export inhibitors, primary screen, MC4100, TorA-mCherry reporter, fluorescence, single point. inhibition, % at 10 µM. 0.036% of 340,000 active. AID 488895, 2010;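 active = mean replicate inhibition at least 50% and at least half of replicates individually reaching 50%; inconclusive = only one of the two criteria met; inactive = neither criterion met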;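 note: exported cargo escapes ClpAP degradation while cytoplasmic cargo is degraded and loses fluorescence; 0% = median of neutral control wells and 100% = median of NaSCN control wells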
CDK5 p35 inh – inhibitors of human CDK5/p35 kinase, primary screen, biochemical, single concentration; Cyclin-dependent kinase 5 (Homo sapiens) + Cyclin-dependent kinase 5 activator 1 (Homo …; 0.01% of 330,000 active; inhibition, % at 10 µM; Recombinant CDK5/p35, ADP-Glo luminescence, 60 min; AID 488839, 2010;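 active = highest replicate inhibition of at least 50% and at least 75% of replicates reaching 50%; inconclusive = only one of the two criteria met; inactive = both criteria failed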;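 note: plate controls were DMSO neutral control for no effect and GW8510 at 10 µM for full effect; many of its hits are not listed in these tables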
Target sequence (Q00535 whole entry, looked up): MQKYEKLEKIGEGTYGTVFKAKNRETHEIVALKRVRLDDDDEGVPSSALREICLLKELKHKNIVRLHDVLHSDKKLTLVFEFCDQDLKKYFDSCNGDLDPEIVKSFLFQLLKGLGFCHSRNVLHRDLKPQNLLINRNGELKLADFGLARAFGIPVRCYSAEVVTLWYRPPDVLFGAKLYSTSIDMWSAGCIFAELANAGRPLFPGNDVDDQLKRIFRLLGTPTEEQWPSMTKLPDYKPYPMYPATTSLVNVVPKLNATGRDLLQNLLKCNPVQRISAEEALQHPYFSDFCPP
Target sequence (Q15078 whole entry, looked up): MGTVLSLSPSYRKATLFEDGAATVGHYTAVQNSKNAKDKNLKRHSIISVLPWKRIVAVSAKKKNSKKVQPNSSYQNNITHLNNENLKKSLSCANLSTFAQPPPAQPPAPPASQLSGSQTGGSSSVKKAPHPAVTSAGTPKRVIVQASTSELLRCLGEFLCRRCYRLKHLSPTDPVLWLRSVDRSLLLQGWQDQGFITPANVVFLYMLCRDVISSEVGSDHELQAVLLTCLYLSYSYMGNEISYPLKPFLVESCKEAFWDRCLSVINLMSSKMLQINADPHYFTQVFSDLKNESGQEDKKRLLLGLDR
cardiac RTF act – cardiac RTF calcium sensitivity activators, primary screen, biochemical, IANBD-TnC fluorescence, EC20 calcium; Troponin I, cardiac muscle (Homo sapiens) + Troponin T, cardiac muscle (Homo sapiens) + …; IANBD-labeled TnC RTF fluorescence at EC20 calcium; 0% EC20 calcium, 100% full calcium; activation, % at 7.2 µM; 0.24% of 340,000 active; AID 493008, 2010;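 active = activation above the mean over all tested compounds plus 3 SD, cut at about 30% in these data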;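 note: rise in fluorescence read as greater calcium sensitivity of cardiac thin filaments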
CAL PDZ FP-2 – untagged CAL PDZ binding inhibitors, primary screen, biochemical, fluorescence polarization, HTS; purified CAL PDZ, TMR-peptide fluorescence polarization, 1 h; inhibition, % at 24.9 µM; 0.92% of 300,000 active; AID 602252, 2012;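 active = mean inhibition of at least 30% with at least half of replicates also reaching 30%; inconclusive = no clear call, values can overlap the other calls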;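 note: 0% = DMSO neutral control and 100% = excess unlabeled competitor peptide PRC23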
V-ATPase pHluor – regulators of yeast V-ATPase proton pumping, primary screen, pHLuorin cytosolic pH fluorescence | AID 504577, 2011 | 0.37% of 350,000 active | response, % at 10 µM | S. cerevisiae; in the data active = response mostly above about 7.3%, no sharp cut-off; inactive = mostly below about 5.4%; note: actives read high; inactives centre near 0; some compounds called inactive have numbers as strong as hits; reference of the scale not given here
Wnt act – Wnt/beta-catenin pathway activators, primary screen, cell-based, plate reader, single point | Wnt/beta-catenin reporter cell assay, activator | activation, % at 9.35 µM | 1.2% of 300,000 active; in the data active = activation above about 30%, passing the limit was not always enough; inconclusive = no clear call, values can overlap the other calls;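 note: 0% = neutral control wells and 100% = positive control wells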
Starred values were filed as active, the others as inactive; ? = inconclusive; . = no result given.

Rtt109 Vps75	CAL PDZ FP-1	MITF act	dFosB activator	Tat export inh	CDK5 p35 inh	cardiac RTF act	CAL PDZ FP-2	V-ATPase pHluor	Wnt act	smiles
6	1.4	.	-7	1	0.9	1	-3	-3	8	C(=N\N1CCN(c2ccccn2)CC1)/c1cccc2ccccc12
-12	-0.4	.	4	0	1.1	0	-7	-5	1	Cc1ccc(SCc2noc(-c3c(C)noc3C)n2)cc1
31	-2.6	-6	-1	-3	3.0	-1	-2	-3	-4	COc1c(C)cc(C(=O)C2CCCN(C(=O)CCc3scnc3C)C2)cc1C (stereo unspecified)
?	-2.5	.	-21	14	2.6	8	1	-6	-8	CN1C(=O)NC(c2ccccc2)C2=C1CN(c1cccc(C(F)(F)F)c1)C2=O (stereo unspecified)
-7	.	8	-17	6	-0.2	4	-3	4	0	Cc1cc(OCC(=O)N(C)Cc2ccccc2)cc(C)c1Cl
1	-5.0	.	-6	-3	1.7	-7	-8	-3	5	Cc1c(CCC(=O)N[C@@H](CC(C)C)C(=O)O)c(=O)oc2cc3oc4c(c3cc12)CCCC4
6	-0.6	14	2	-9	0.3	1	.	-2	1	Cc1onc(-c2c(F)cccc2Cl)c1C(=O)NCCc1ccc(S(N)(=O)=O)cc1
6	-1.2	12	0	1	-0.1	-1	-3	-2	-1	CN(C)S(=O)(=O)Nc1cccc(NC(=O)CC23CC4CC(CC(C4)C2)C3)c1
-2	-1.5	6	0	9	-0.1	-1	-1	-1	0	CN(Cc1ccc(C(F)(F)F)cc1)C(=O)C1CCC(=O)N(C2CC2)C1 (stereo unspecified)
-10	-0.8	59	-1	4	0.6	-4	-3	7	7	CCCC(=O)N1CCCC(c2nc(-c3cccs3)no2)C1 (stereo unspecified)
8	-1.8	-8	-16	11	-0.7	-9	-5	-3	0	COc1ccc(NS(=O)(=O)c2cccc(C(=O)N(C)Cc3cccs3)c2)cc1
-8	-0.3	-14	-10	11	-1.2	-6	-2	-1	0	Cc1ccc(S(=O)(=O)N2[C@@H](c3ccc(Cl)cc3)C(C(=O)O)=CC[C@H]2c2ccc(Cl)cc2)cc1
-4	-1.4	.	-11	-1	-1.1	14	-2	-2	1	CCOC(=O)Cc1csc(NC(=O)CN2C(=O)c3ccccc3C2=O)n1
-18	-0.8	11	-15	3	-0.6	2	.	0	1	CC1CCN(c2ccc(NC(=O)Cn3c(=O)oc4ccccc43)cc2)CC1
2	0.2	-3	-4	0	1.0	-6	-1	-1	0	COc1ccc(S(=O)(=O)NCCc2ccccc2)c2cccnc12
1	-2.0	-14	-9	25	-0.5	-5	0	-1	-5	Cc1cc(C)c(OCC(=O)Nc2ccc(S(=O)(=O)N3CCCC3)cc2)c(C)c1
.	-4.4	-14	-10	7	0.2	-4	-3	-1	0	Cc1cccn2c(=O)c(/C=C(\C#N)C(N)=O)c(N3CCN(c4cccc(Cl)c4)CC3)nc12
3	-3.0	-7	-19	-3	0.8	13	-5	-6	-2	CCOC(=O)C1=C(CC)Nc2ccccc2N=C1NC(=O)CCN1C(=O)C2CCCCC2C1=O (stereo unspecified)
11	-5.7	6	-17	0	0.6	-6	-2	4	-1	CN1CCN(c2ccc([N+](=O)[O-])c(-n3nc(-c4ccccc4)c4ccccc4c3=O)c2)CC1
6	-0.9	-6	1	-11	-0.2	-2	2	-2	2	CCCNc1c(NS(=O)(=O)c2cccs2)c(=O)oc2ccccc12
-4	-1.8	-9	-22	-6	-2.1	-2	-5	1	-1	Cc1ccc(NC(=O)COc2ccc(Br)cc2CO)cc1S(=O)(=O)N1CCOCC1
3	-2.0	6	2	-3	-1.5	3	-1	0	-3	Cc1cc(=O)oc2cc(OCC(=O)Nc3cccc(S(=O)(=O)N(C)C)c3)ccc12
-11	-0.8	-2	3	-12	-4.1	-2	0	1	-4	CCn1cc(C(=O)NCCc2ccc(OC)cc2)c(=O)c2ccc(C)nc21
2	-1.9	-13	-8	-7	-2.8	-4	-4	0	-2	Cn1/c(=N/NC(=O)c2cccc(OC(F)F)c2)sc2ccccc21
-5	-1.6	-3	4	-6	-0.7	-2	-1	0	-1	CC(C)C(NC(=O)C1CCCCC1)C(=O)NCCc1ccccc1 (stereo unspecified)
0	-0.8	7	6	10	1.3	-5	0	-2	-1	COc1cccc(OC)c1C(=O)NN1CCCCC1
8	-1.3	70	-5	-6	0.8	2	2	2	21	CCSc1ncnc2c1sc1nc3c(cc12)COC(C)(C)C3
4	-1.3	13	-9	5	0.1	-4	0	-4	-2	C=CCC1(CC=C)CCCN1C(=O)c1cc(COc2cccc(C(F)(F)F)c2)on1
-6	-2.7	-4	-3	7	0.3	3	-1	0	3	CN(C)C(=O)c1ccc(Nc2nnc(-c3ccc(O)cc3)c3ccccc23)cc1
-5	-2.5	-8	3	3	0.0	-5	-1	-2	-3	O=C(Nc1ccc([N+](=O)[O-])cc1)c1ccc(S(=O)(=O)N2CCCC2)cc1
-2	-0.4	?	-9	1	-1.0	5	-7	-2	15	CC1CC1C(=O)OCC(=O)Nc1ccc(N=Nc2ccccc2)cc1 (stereo unspecified)
-3	.	15	6	-7	-1.0	4	4	0	1	O=C(O)c1cc(S(=O)(=O)N2CCCCCC2)ccc1Cl
2	-1.1	4	-11	5	-0.8	3	.	-2	-5	COC(=O)c1ccc(OCC(=O)NCCC2=CCCCC2)c(OC)c1
4	-0.2	0	-5	-9	-0.1	1	0	0	-1	CCCCNC(=O)Cn1cnc2sc(C(=O)OCC)c(C)c2c1=O
-7	-3.5	-3	5	0	-3.9	-2	5	-2	5	COc1cccc(OC)c1NC(=O)Cn1nc(-c2ccc3c(c2)OCCO3)ccc1=O
-12	-0.5	4	3	4	-1.9	-1	-4	1	.	O=C(COC(=O)C1=Cc2ccccc2OC1)NC1CCCC1
1	-1.6	-3	-5	2	-2.9	-1	-5	-2	1	CCOc1ccc(OCC(=O)OCC(=O)NNC(=O)c2ccc([N+](=O)[O-])cc2)cc1
1	-1.4	53	-41	-2	2.5	0	.	-1	.	Cc1ccc(C(=O)CSc2nc3ccccc3c(=O)n2N)o1
0	0.0	33	5	0	1.4	-2	-4	5	17	O=C(NNC(=S)Nc1cccc(Cl)c1)c1ccccc1
3	-1.2	-2	5	9	-1.2	-6	-3	2	5	C[C@H](NC(=O)c1ccccc1)C(=O)OCC(=O)c1c[nH]c2ccccc12
5	-0.1	1	-7	-5	0.9	-2	-4	3	1	O=C(c1cc2ccccc2s1)N1CCN(c2ccccn2)CC1
1	-2.5	18	-9	-2	-5.8	-1	-1	-1	21	Cc1cc(NC(=O)C2CCCCC2)ncc1NC(=O)c1ccccn1
-6	0.8	23	-3	1	0.0	1	-1	-5	.	CC(C)c1ccc(/C=N/n2nnnc2Nc2ccccc2)cc1
-2	-2.2	59	-3	11	1.2	-3	-4	2	33*	O=C(CSc1nnc(-c2ccncc2)o1)Nc1cc(F)ccc1F
-12	-1.9	-4	-5	10	-0.5	-3	.	-2	.	Cc1cc(NC(=O)COC(=O)CCC(=O)c2ccc(F)cc2)no1
12	-0.1	6	7	-9	-0.6	2	-4	3	.	CC1(C)Cc2c(sc3c2c(=O)n(Cc2ccccc2)c2nncn32)CO1
-7	0.6	29	-4	2	0.9	0	-1	-4	12	CCOc1ccc(N=c2scc(-c3ccccc3)n2CCO)cc1
2	0.3	31	-3	-2	0.2	1	1	-3	-5	CCCOc1cc2c(C#N)c(N3CCCC3)nc(N)c2c(N)n1
-8	2.3	1	-11	5	1.0	6	5	-5	5	O=C(Nc1ccccc1F)Nc1cccc2ccc(O)cc12
29	-0.1	3	-5	8	-0.8	-2	2	1	.	CCc1c(C2(O)CCCCC2)[nH]c2cc(C(F)(F)F)ccc12
1	-2.3	7	1	-2	2.8	-1	-2	2	0	CCN(CC(=O)NCc1ccco1)S(=O)(=O)c1ccc(OC)cc1
2	-2.5	5	-8	2	-1.2	4	-5	4	0	COc1ccccc1-c1ccc(=O)n(CC(=O)NCC2CCCO2)n1 (stereo unspecified)
-12	-1.4	-12	-7	3	-1.6	-2	-4	0	0	O=S(=O)(c1ccc(Br)cc1)n1ccc2ccccc21
0	-3.8	-2	-8	10	-1.5	-5	-2	-1	3	Cc1ccc2c(c1)nnn2C1CCN(CC(=O)NCCc2ccccc2)CC1
-11	7.5	11	0	6	-0.8	0	-6	11	-2	COc1cc(CC(=O)OCC(=O)Nc2ccc3c(c2)OCO3)cc(OC)c1OC

Screens deposited in PubChem by several laboratories.
